# High-throughput results: PubChem BioAssay, Fisher Drug Discovery Resource Center
# mcGAS RapidFire: inhibitors of mouse cGAS; Q8C6L5; recombinant mouse cGAS, cGAMP by RapidFire MS; inhibition, % at 12.5 µM; 130,000 tested, 0.18% active; AID 1259397;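 active = inhibition of cGAS enzyme activity at or above 60%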;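 note: enzyme stimulated by 45 bp dsDNA with ATP and GTP substrates; cGAMP share of summed cGAMP plus half ATP and half GTP signals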
# Target sequence (Q8C6L5 whole entry, looked up): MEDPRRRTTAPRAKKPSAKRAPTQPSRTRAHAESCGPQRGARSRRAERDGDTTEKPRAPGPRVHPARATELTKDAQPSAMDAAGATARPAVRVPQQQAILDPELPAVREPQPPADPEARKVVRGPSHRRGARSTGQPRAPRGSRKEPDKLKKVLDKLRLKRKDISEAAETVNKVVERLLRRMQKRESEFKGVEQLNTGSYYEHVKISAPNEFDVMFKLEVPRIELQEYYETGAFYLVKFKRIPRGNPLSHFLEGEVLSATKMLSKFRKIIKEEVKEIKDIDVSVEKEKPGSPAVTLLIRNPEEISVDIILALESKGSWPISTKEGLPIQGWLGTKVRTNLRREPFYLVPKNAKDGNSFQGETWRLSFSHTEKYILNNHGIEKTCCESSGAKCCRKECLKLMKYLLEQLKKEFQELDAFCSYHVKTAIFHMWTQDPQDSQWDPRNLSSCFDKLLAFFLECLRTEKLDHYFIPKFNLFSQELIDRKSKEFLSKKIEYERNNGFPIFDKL
# * = called active by the depositor. Only part of the results is shown; rates above refer to the full screens.
SMILES,mcGAS RapidFire
O=C(O)/C=C\C1CC=CCC1 (configuration not stated),-2
c1ccc2c(c1)[nH]c1nc3nnnn3nc12,1
CCCCn1cnc2c1c(=O)[nH]c(=O)n2CCC,-8
Cc1nccn1CCNC(=O)c1ccc(C(C)(C)C)cc1,-10
O=C(NCC(=O)N1CCN(S(=O)(=O)c2cc(F)ccc2F)CC1)C1CCCCC1,9
C=CCN1CC2=C(C1=O)C(c1cc(OC)c(OC)c(OC)c1)NC(=O)N2 (configuration not stated),-3
CCc1csc(CNC(=O)c2cc(C)c(OC)c(C)c2)n1,-22
C=CCNC(=S)Nc1ccc(Br)cc1F,0
COc1ccc(OC)c(Cc2nnc(CCC(=O)NC(C)CCn3cccn3)o2)c1 (configuration not stated),-4
Cc1nc(NCCNC(=O)c2ccccc2C)cc(N2CCCC2)n1,-8
Nc1cccc(S(=O)(=O)Nc2ccc(I)cc2)c1,-19
Cc1ccc(S(=O)(=O)NCc2ccco2)cc1C(=O)OC1CCCCC1=O (configuration not stated),3

# Laid out differently: entries from further up
molecule: Cc1nc(NCCNC(=O)c2ccccc2C)cc(N2CCCC2)n1
  mcGAS RapidFire: -8
molecule: C=CCN1CC2=C(C1=O)C(c1cc(OC)c(OC)c(OC)c1)NC(=O)N2 (configuration not stated)
  mcGAS RapidFire: -3
molecule: c1ccc2c(c1)[nH]c1nc3nnnn3nc12
  mcGAS RapidFire: 1
molecule: O=C(O)/C=C\C1CC=CCC1 (configuration not stated)
  mcGAS RapidFire: -2

# Next part.
SMILES,mcGAS RapidFire
CC(=O)c1ccc(OCc2c(-c3ccccc3)nnn2CC(=O)NS(=O)(=O)c2ccccc2C)cc1,9
O=c1[nH]c(=O)c2sc3ncc4c(c3c2[nH]1)CCC4,-29
CC(C)(C)NC(=O)CNC(=O)c1cc2cc(F)ccc2s1,3
O=C(CNC(=O)C1CCCCC1)NCC(=O)Nc1ccc(F)c(F)c1F,-1
CC1(C(=O)NCc2ccc(C(F)(F)F)cc2)CCN1Cc1ccccc1OC(F)F (configuration not stated),-11
COc1ncccc1-c1nc2ccccc2n1CCO,-20
Cc1cc(C)c2c(c1)OCN(Cc1ccc3c(c1)OCO3)C2,-9
CCC/C=C/c1c(C)c2ccccc2[nH]c1=O,-2
CCN1CCN(c2cc(=O)n(-c3ccc(Cl)cc3)c(=O)[nH]2)CC1,8
CCOC(=O)C1CCN(C(c2ccncc2)c2c(O)cc(C)n(Cc3cccnc3)c2=O)CC1 (configuration not stated),-3
CCCn1c(C)c(C)n2c3c(=O)n(Cc4ccc(F)cc4)c(=O)n(C)c3nc12,-2
O=C(NCCn1nc(-c2ccncc2)ccc1=O)Nc1ccccc1,-11

# A draw from above in order of formula weight, high to low.
SMILES,mcGAS RapidFire
CCOC(=O)C1CCN(C(c2ccncc2)c2c(O)cc(C)n(Cc3cccnc3)c2=O)CC1 (configuration not stated),-3
CC1(C(=O)NCc2ccc(C(F)(F)F)cc2)CCN1Cc1ccccc1OC(F)F (configuration not stated),-11
CCCn1c(C)c(C)n2c3c(=O)n(Cc4ccc(F)cc4)c(=O)n(C)c3nc12,-2
O=C(CNC(=O)C1CCCCC1)NCC(=O)Nc1ccc(F)c(F)c1F,-1
O=C(NCCn1nc(-c2ccncc2)ccc1=O)Nc1ccccc1,-11
O=c1[nH]c(=O)c2sc3ncc4c(c3c2[nH]1)CCC4,-29

# The listing picks up, repeating the four entries before the break.
SMILES,mcGAS RapidFire
CCN1CCN(c2cc(=O)n(-c3ccc(Cl)cc3)c(=O)[nH]2)CC1,8
CCOC(=O)C1CCN(C(c2ccncc2)c2c(O)cc(C)n(Cc3cccnc3)c2=O)CC1 (configuration not stated),-3
CCCn1c(C)c(C)n2c3c(=O)n(Cc4ccc(F)cc4)c(=O)n(C)c3nc12,-2
O=C(NCCn1nc(-c2ccncc2)ccc1=O)Nc1ccccc1,-11
Cc1cccc(OCC(O)CSc2nnc(C)n2-c2ccccc2)c1 (configuration not stated),-2
O=C(Cc1cn2ccsc2n1)N/N=C1\CCCCC1C1CCCCC1 (configuration not stated),0
CCCCCCn1c(SCCOC)nc2c1c(=O)[nH]c(=O)n2C,-2
COc1ccc(Cc2noc(CN3CCC(C(O)c4cccs4)CC3)n2)cc1OC (configuration not stated),5
O=C1CCc2cc(S(=O)(=O)OCC(F)(F)F)ccc2N1,-25
Cc1noc(C)c1S(=O)(=O)N(CC(C)C)C1CCN(C)CC1,-7
O=C(O)C1CCC(CNS(=O)(=O)c2cccs2)CC1 (configuration not stated),-6
O=S(=O)(c1ccc(Cl)cc1)N1CCCC2CCCCC21 (configuration not stated),-4
Cc1cc(C)c(S(=O)(=O)NC(CC(=O)O)c2ccccc2)cc1C (configuration not stated),-7
CSCCC(C)N(C)Cc1cccc2ccccc12 (configuration not stated),-9
COC(=O)Cc1cc(C2CCN(C/C(C)=C/c3ccco3)CC2)n[nH]1,-5
CCc1noc(CN(C)C(=O)CSc2cccc(OC)c2)n1,-7
Cn1nc(C(C)(C)C)cc1NC(=O)CN1CCC(c2ccccc2)C1 (configuration not stated),-17
COc1ccccc1OCc1cc(C(=O)NC2CCCCCC2)no1,-12
Oc1ccccc1N1CCN(c2nnc(Br)s2)CC1,-6
O=c1cc(O)c2c(=O)n(-c3ccccc3)c3c(c2o1)CCCCCC3,-5
Cc1ccoc1C(=O)Nc1sc2c(c1C#N)CCNC2,-1
Cc1ccc(Cl)cc1NC(=O)CN1CCC(C(=O)N2CCCC2)CC1,-12
O=C1CCC2(CCN1)CCN(C(=O)CCc1cnc[nH]1)CC2,1
CCCC[N+]1(C)Cc2ccccc2C1,-6
Cc1cc(Cl)ccc1Nc1nc(NCc2ccco2)nc2nccnc12,2
CC(OC(=O)c1ncc(Cl)c(Cl)c1Cl)C(=O)NCc1ccccc1 (configuration not stated),-3
CC1CCCC(NC(=O)c2cccn3c(=O)c4c5c(sc4nc23)CCCC5)C1C (configuration not stated),-6
COc1ccccc1NC(=O)NCC1CCCN(Cc2cnc[nH]2)C1 (configuration not stated),-29

# Reformatted as labelled records: part of the list above.
SMILES: Cn1nc(C(C)(C)C)cc1NC(=O)CN1CCC(c2ccccc2)C1 (configuration not stated)
  mcGAS RapidFire = -17
SMILES: COc1ccccc1OCc1cc(C(=O)NC2CCCCCC2)no1
  mcGAS RapidFire = -12
SMILES: Oc1ccccc1N1CCN(c2nnc(Br)s2)CC1
  mcGAS RapidFire = -6
SMILES: O=c1cc(O)c2c(=O)n(-c3ccccc3)c3c(c2o1)CCCCCC3
  mcGAS RapidFire = -5

# Carrying on:
SMILES,mcGAS RapidFire
CC(C)(C)C#C/C=N\n1nnc(-c2ccccc2)n1,-5
CCCC1COCCN1C(=O)COc1ncnc2ccccc12 (configuration not stated),-19
CCc1nnc2n1N(C(C)=O)C(c1ccc(OC)cc1)=C(C(C)=O)S2,-6
COCCNC(=O)c1ccc(NC(=O)C(C)Oc2cc(C)ccc2C)cc1 (configuration not stated),-7
CC(C)CC(=O)Nc1nnc(C(C)(C)C)s1,-3
CCOC(=O)c1c(C)[nH]c(C(=O)NNC(=CC(=O)OC)C(=O)OC)c1C,-5
O=C(Nc1cccc(-n2cccn2)c1)C1CCCN(Cc2cc3ccccc3o2)C1 (configuration not stated),-2
Oc1ccccc1C1=NNC(c2ccc(Br)cc2)C1 (configuration not stated),-19
CCN(CC)CCCNS(=O)(=O)c1cccc2nsnc12,-3
Cc1cccc(-c2nnc(C(C)OC(=O)Cc3n[nH]c(=O)c4ccccc34)o2)c1 (configuration not stated),-7
Cc1cc(CN2CCN(CC(C#N)CCC#N)CC2)on1 (configuration not stated),-6
O=C(O)CC1SC(=NN=C2c3ccccc3-c3ccccc32)NC1=O (configuration not stated),7
COC(=O)Cn1c(=NC(=O)c2ccccc2[N+](=O)[O-])sc2ccccc21,-8
Cc1noc2ncc(NS(=O)(=O)c3ccc(Cl)nc3)cc12,-3
CCn1c(C2CCCN(Cc3cnccc3C(F)(F)F)C2)n[nH]c1=O (configuration not stated),-14
CN(Cc1cc2n(n1)CCNC2)Cc1nc2ccsc2c(=O)[nH]1,-3
O=C(NCCCNc1ccccc1)c1scnc1Cl,10
Nc1nn2c(-c3ccccc3)cc(-c3ccccc3)nc2c1[N+](=O)[O-],-26
ClC12CC3CC(C1)CC(n1nnc4ccccc41)(C3)C2,-40
Cc1nc(Nc2ccc(NC(=O)Nc3ccccc3F)cc2)cc(OC(C)C)n1,-2
Cc1ccc(CNC(=O)N(C)Cc2ccc3ccccc3c2)cc1,-7
Cc1cc(C(=O)OC(C)C(=O)Nc2cc(Cl)cc(Cl)c2)c(C)o1 (configuration not stated),-7
O=C(c1cccc(Cl)c1)N1CCC(N2CCC(C(=O)N3CCOCC3)CC2)CC1,-6
O=C(NCCN1CCOCC1)N(Cc1ccc(F)cc1F)C1CC1,-2
Cc1n[nH]c(C)c1Cc1n[nH]c(=O)n1[C@H](C)c1ccc(F)cc1,-6
Cc1[nH]c(-c2ccccc2)nc1C(=O)N1CCC(O)(CN(C)C)C1 (configuration not stated),-12
O=C(c1cn(Cc2ccc(F)cc2)nn1)N1[C@@H]2CC[C@H]1CC(O)C2 (some centres not stated),-5
CC(C)CC1=NN2C(C1)c1ccccc1OC2c1ccc(Br)cc1 (configuration not stated),-3
Cn1c(Oc2cccc([N+](=O)[O-])c2Cl)cc(=O)n(C)c1=O,-11
O=C(CCl)Nc1ncc(Cc2cc(C(F)(F)F)ccc2Cl)s1,-4
O=C1C(=NNC(=S)NC2CCCCC2)c2cccc3cccc1c23,-10
Cn1c(C(=O)N2CCCC(Nc3ccc4c(c3)OCCO4)C2)cc(=O)n(C)c1=O (configuration not stated),8
CCCCNC(=O)C1CN(C(=O)Cc2ccccc2)CC1c1ccc(OC)cc1 (configuration not stated),-6
O=C(O)C1(N2CCCCC2)CCCCC1,-4
CN(CC(O)COc1ccccc1CN1CCCCO1)C1CCCCC1 (configuration not stated),-7
NS(=O)(=O)c1cc2c(cc1Cl)NC(c1ccc(Br)cc1)NS2(=O)=O (configuration not stated),-3
O=C(COc1ccc(F)cc1Cl)NC1CCCC(C(F)(F)F)C1 (configuration not stated),-14
CC(=O)NN1C(=O)/C(=C\C=C\c2ccccc2)SC1=S,35
O=S(=O)(Nc1ccncc1)c1ccc(Br)c(F)c1,-9
CN1CCC/C1=C1/C(=O)N(c2ccccc2)N=C1NC(=O)Nc1cccc(Cl)c1,2
CC1=C(C#N)C(c2c(C)[nH]n(-c3ccccc3)c2=O)(C(F)(F)F)C(=O)N1 (configuration not stated),-26
CCOC(=O)CNC(=O)CSc1nc(=O)n2cccc(C)c2n1,5
Cc1ccsc1[C@@H]1CCN(C(=O)Cn2nnc3ccccc3c2=O)C[C@H]1O,-10
CN(Cc1cccc(Cl)c1Cl)C(=O)CCc1ccc2c(c1)OCO2,1
O=C1NCCN(CC(c2ccccc2)c2ccccc2)C1CC(=O)N1CCCC1 (configuration not stated),-3
CCc1c(C(=O)CN2CCN(Cc3noc(C)n3)CC2)[nH]c(C)c1C(C)=O,-1
N#Cc1c(N)nc(N2CCCCC2)c(C#N)c1C1(C#N)CCC1,17
CCn1c2ccccc2c2cc(-c3nccn3C(C)c3nncn3C)ccc21 (configuration not stated),-17
Cc1c(F)cc(C(=O)NCC(F)(F)F)cc1NC(=O)CC(C)(C)C,0
COCC1CCCN(C(=O)c2cnc(SC)n2-c2ccccc2)C1 (configuration not stated),-15
CN(C)CCn1nnnc1SCC1=C(C(=O)O)N2C(=O)[C@@H](NC(=O)Cc3csc(N)n3)[C@H]2SC1,10
Cc1cccc(CN2CCCC3(CCN(c4nc(C)cnc4C)C3)C2=O)c1 (configuration not stated),-5
CCn1c(C)ccc(C(=O)N2CCCC(N3CCc4ccccc4C3)C2)c1=O (configuration not stated),-18
CNC(=O)C1CN(C(=O)Cc2ccc(OC)cc2)c2ccccc2O1 (configuration not stated),-2
CCn1c(=O)n(CC(O)c2ccc(F)cc2F)c2ccccc21 (configuration not stated),-5
Cc1ccc(C2(O)CCN(c3nc(-c4cccc(C)c4)ccc3C(=O)O)CC2)nc1,-35
CO[C@H](Cc1ccccc1O)[C@@H](O)c1ccccc1,-13
COc1cccc(C2=NC(=Cc3cc4ccccc4nc3N3CCOCC3)C(=O)O2)c1,-11
Cn1c(N)c(C(=O)CSc2nnc(NC3CCCCC3)s2)c(=O)n(C)c1=O,1
c1ccc(-c2nc[nH]c2-c2cccn2-c2ncccn2)cc1,-13
